Source: PubChem BioAssay
OX1R antag-1 = OX1R (HCRTR1) antagonists, primary screen, fluorescence, CHO/OX1R cells, Fluo-8 calcium, orexin A | AID 434989, 2010 | Fluo-8 calcium fluorescence | inhibition, % at 5 µM | Orexin/Hypocretin receptor type 1 (Homo sapiens), O43613 | 330,000 compounds, 0.43% hits;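 active means inhibition above its plate's threshold, mean inhibition of all tested compounds on the plate plus 3 SD, cut at about 37% in these data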;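 further: 0% = orexin A challenge wells and 100% = SB-334867-A antagonist wells; not every result past the cut was called active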
Target sequence (O43613 whole entry, looked up): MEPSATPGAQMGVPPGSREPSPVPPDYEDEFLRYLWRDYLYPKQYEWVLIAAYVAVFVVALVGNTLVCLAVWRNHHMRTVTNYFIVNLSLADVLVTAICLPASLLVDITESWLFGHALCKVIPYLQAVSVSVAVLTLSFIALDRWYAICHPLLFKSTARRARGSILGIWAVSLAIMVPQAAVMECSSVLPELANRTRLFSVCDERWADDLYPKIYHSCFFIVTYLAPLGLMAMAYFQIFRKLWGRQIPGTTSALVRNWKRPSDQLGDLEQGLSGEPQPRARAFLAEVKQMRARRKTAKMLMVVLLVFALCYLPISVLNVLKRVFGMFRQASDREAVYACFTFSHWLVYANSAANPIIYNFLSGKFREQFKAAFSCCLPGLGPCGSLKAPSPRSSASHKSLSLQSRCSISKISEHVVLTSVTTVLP
OX1R antag-2 = antagonists of human orexin 1 receptor (OX1R); Orexin/Hypocretin receptor type 1 (Homo sapiens), O43613; OX1R-expressing cells, FRET antagonist read-out; inhibition, % at 6.6 µM; 330,000 compounds, 1.8% hits; AID 485270, 2010; in the data active means inhibition mostly above about 38%, no sharp cut-off; inactive means mostly below about 40%;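 further: 0% = agonist challenge alone and 100% = reference antagonist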
* = called active by the depositor.

No.	smiles	OX1R antag-2	OX1R antag-1
1	COc1ccccc1NS(=O)(=O)c1cc(NC(=O)C2CC2)ccc1N1CCOCC1	12.2	-9.1
2	Cc1ccc(C)c(NC(=O)CN(C)C(=O)c2cccc(N3C(=O)CCC3=O)c2)c1	12.4	-21.8
3	CC(/C=N/NC(=O)c1nnn(-c2nonc2N)c1CN1CCCCC1)c1ccccc1 (configuration not stated)	11.0	-19.5
4	CCN(C(=O)COC(=O)c1cc(-c2cccs2)nc2ccccc12)C1CCS(=O)(=O)C1 (configuration not stated)	18.8	-24.0
5	Fc1ccc(N/N=C/c2cccnc2)c(F)c1	5.0	-9.3
6	Cc1cc(C)c(OCC(=O)NCC2COc3ccccc3O2)c(C)c1 (configuration not stated)	2.4	-20.4
7	CSCCC(NC(=O)c1ccc(Cl)cc1Cl)C(=O)NCc1ccncc1 (configuration not stated)	13.9	-31.9
8	CC(C)(C)c1ccc(OCCC(=O)OCC(=O)Nc2cccnc2Cl)cc1	7.5	-8.7
9	C=CCOC(=O)/C(=C/c1cccc2ccccc12)NC(=O)c1ccccc1	24.4	-17.6
10	CC(C)NC(=O)N(C)C[C@H]1Oc2c(NC(=O)C3CCCCC3)cccc2C(=O)N([C@H](C)CO)C[C@@H]1C	12.4	-9.4
11	O=C(NCC1CCCO1)c1cc2c(=O)[nH]c3ccccc3c2s1 (configuration not stated)	24.2	-7.3
12	CCc1noc(C)c1C(=O)N1CCCSC1=Nc1ccccc1C(C)C	20.5	-32.2
13	Cc1cc(C)nc(SCC(=O)OCC(=O)N(C)c2c(N)n(Cc3ccccc3)c(=O)[nH]c2=O)n1	16.5	7.8
14	CC(C)N1CCN(Cc2ccc(OC3CCCC3)cc2)CC1CCO (configuration not stated)	-1.4	-29.4
15	Cc1ccn2cc(-c3ccc(NC(=O)c4ccco4)cc3)nc2c1	33.5	-21.9
16	CCc1ccc(NC(=S)/N=C(\N)Nc2nc(C)c3cc(CC)ccc3n2)cc1	30.2	-31.1
17	O=C(CCS(=O)(=O)c1cccs1)Nc1ccc(C(=O)NCc2cccs2)cc1	9.9	-16.9
18	CN(C(=O)CSc1cccc[n+]1[O-])c1ccccc1	-2.6	5.9
19	COc1ccc(NC(=O)COc2ccc(C(=O)c3ccc(F)cc3)cc2)cc1S(N)(=O)=O	10.4	3.8
20	C[C@H](NC(=O)CCC1CCC(=O)N1)c1ccccc1 (some centres not stated)	7.5	-4.6

Further compounds:
No.	smiles	OX1R antag-2	OX1R antag-1
21	Cc1cccc(NC(=S)Nc2c(C)n(C)n(-c3ccccc3)c2=O)c1C	9.4	-12.8
22	N#Cc1c(NC(=O)CSc2nnc(-c3ccccc3O)n2-c2ccccc2)sc2c1CCCC2	-3.9	-11.8
23	O=[N+]([O-])c1ccccc1OCCOc1ccccc1[N+](=O)[O-]	15.2	-6.6
24	Cc1cc(NC(=O)CCC(=O)N(CC(=O)NCC2CCCO2)c2ccc3c(c2)OCCO3)no1 (configuration not stated)	6.7	-7.1
25	Cc1ccc2c(C)c(C(=O)Nc3nnc(C)s3)oc2c1	16.3	-24.6
26	CNC(=O)Cn1c(C)cc(=O)c2cccc(OC)c21	2.3	-9.8
27	Cc1ccc(Nc2nc(-c3ccccc3)c(CC(=O)O)s2)cc1	49.3	-14.9
28	O=C(CCCN1C(=O)c2ccccc2C1=O)NCC1CCCO1 (configuration not stated)	27.1	-3.5
29	CCN(CC)S(=O)(=O)c1cc(C(=O)NC2CCCCC2)ccc1C	3.7	-35.5
30	Clc1ccc(-n2ncc3c(NCc4cccnc4)ncnc32)cc1Cl	7.3	-16.1
31	COc1ccc(-c2nc(CN3CCCCC3CCc3ccccn3)c(C)o2)cc1 (configuration not stated)	18.8	-49.3
32	O=C(O)c1ccc(NCc2ccc3c(c2)OCO3)cc1	28.3	-15.3
33	C[C@H](CO)N1C[C@H](C)[C@@H](CN(C)S(=O)(=O)c2ccccc2)Oc2c(NC(=O)c3ccncc3)cccc2C1=O	11.1	-8.2
34	COc1cccc(-c2cc(C(=O)Nc3cc(OC)c(OC)c(OC)c3)no2)c1	41.2*	-3.5
35	O=C(CSc1cccc[n+]1[O-])N1CCc2ccccc21	3.1	9.1
36	Cc1nc(C)c(C(=O)Nc2nc3c(C)cccc3s2)o1	7.4	-19.0
37	CCC(=O)c1ccc(OCC(=O)N(CC)CC(=O)Nc2ccccc2OC)cc1	-3.2	-30.0
38	O=C(O)CCCC(=O)Nc1cccc(C(F)(F)F)c1	10.4	-5.4
39	Cc1cc(Cl)ccc1OCCCC(=O)NCCCn1ccnc1	10.2	-2.9
40	COc1ccc(N2CC(C(=O)N[C@@H](C)C(=O)N3CCCCC3)CC2=O)cc1 (some centres not stated)	5.8	-5.8

Additional entries follow.
No.	smiles	OX1R antag-2	OX1R antag-1
41	CCNC(=S)N/N=C/c1cccc(OCc2c(F)cccc2Cl)c1	11.1	-24.0
42	Cc1ccc(OCC(=O)Nc2nc(C)c(Cl)cc2Cl)c([N+](=O)[O-])n1	0.2	-9.6
43	CCc1ccc(NC(=O)C(C)OC(=O)c2ccc(-n3cnnn3)cc2)cc1 (configuration not stated)	8.2	6.0
44	CS(=O)(=O)N1CCc2cc(C(=O)N3CCCCC3)ccc21	10.3	-19.3
45	Cc1cc(C)cc(Oc2nc3c(C)cccn3c(=O)c2/C=C(\C#N)C(=O)NC2CCS(=O)(=O)C2)c1 (configuration not stated)	14.8	-18.7
46	COc1ccc(CCN(C)C(=O)CSc2nccn2C)cc1OC	13.3	-9.9
47	CCc1ccccc1NC(=O)C1CCCN1C(=O)NCc1ccccc1 (configuration not stated)	18.7	-2.7
48	CC(=O)N1CCc2cc(S(=O)(=O)CCC(=O)O)ccc21	6.9	-6.2
49	CSCCC1NC(=S)N(Cc2ccccc2)C1=O (configuration not stated)	8.5	-17.1
50	COc1ccc(-c2c(-c3ccsc3)oc3ccc(N4CCOCC4)cc23)cn1	15.6	-84.9
51	Cn1nc(-c2ccc(Cl)cc2)cc1NC(=O)CCCC(=O)O	5.3	-7.7
52	CCC(=O)Nc1c2c(nc3c1CCC3)CCCC2	9.7	-27.5
53	O=C1/C(=N/n2cnnc2)c2ccccc2N1Cc1ccccc1	21.2	-2.7
54	O=C(O)c1cc(-c2ccc(Cl)cc2)n(-c2ccc(Cl)cc2)n1	36.8	-5.6
55	CCC(NC(=O)CCc1c(C)c2cc3c(-c4ccccc4)coc3cc2oc1=O)C(=O)O (configuration not stated)	12.1	-16.1
56	COc1ccc(C(=O)CSc2nnc(Cn3nnc4ccccc43)n2C)cc1	17.2	-7.7
57	Cc1nn(C)cc1CN1CCCC(C(=O)c2ccc(-c3ccccc3)c(F)c2)C1 (configuration not stated)	11.1	-31.4
58	Cc1ccc(N(C(C)C(=O)N2CCCC2)S(C)(=O)=O)cc1 (configuration not stated)	1.9	-7.7
59	Cc1nc2nc(Cc3ccccc3)[nH]n2c(=O)c1Cl	13.7	-16.8
60	COc1ccc(Nc2nc(CN3CCOCC3)nc3sc4c(c23)CCC(C)C4)cc1OC (configuration not stated)	12.7	-14.2

Continued.
No.	smiles	OX1R antag-2	OX1R antag-1
61	CC(C)(C)NC(=O)NC(=O)COC(=O)Cc1c(F)cccc1Cl	11.6	-13.9
62	CC(=O)NCCC(=O)NCc1ccc(F)cc1	15.0	-24.7
63	Cc1ccc(S(=O)(=O)c2nc(S(C)(=O)=O)sc2N2CCCCC2C)cc1 (configuration not stated)	9.4	-13.7
64	NCCNCCNCCN	19.4	-2.4
65	CCc1ccc(NC(=O)c2ccc(C3SCC(=O)N3CCc3ccccc3)cc2)cc1 (configuration not stated)	29.0	-15.5
66	CCC(c1nnnn1Cc1ccccc1)N1CCN(c2ccccc2)CC1 (configuration not stated)	0.0	-27.0
67	Cc1nn(CC(=O)NCc2ccc(OC(C)C)cc2)c(=O)c2cc3occc3n12	7.8	-21.7
68	Cc1ccnc(NC(=O)CCC(=O)N(CC(=O)NC2CCCCC2)c2ccc3c(c2)OCO3)c1	-17.1	-15.5
69	CCOCC(=O)Nc1nnc(COC)s1	7.2	-19.0
70	OC(CC#CCN1CCCCC1)(c1ccccc1)c1ccccc1	-3.4	-18.5
71	Cc1ccc(C2=CSC3=NCCN23)c(C)c1	3.4	-16.6
72	CN(C(=O)c1c[nH]c(=O)cc1C(F)(F)F)c1ccc(Cl)cc1	1.8	-2.4
73	CC1CCC2(CC1)NC(=O)N(CC(=O)N1CCN(C(=O)c3cccs3)CC1)C2=O (configuration not stated)	-1.1	-1.5
74	COc1ccc(C)cc1S(=O)(=O)NC(C)C(=O)Nc1ccc2c(c1)OCO2 (configuration not stated)	4.0	-12.2
75	Cn1nc(C(F)(F)F)c(-c2ccccc2)c1NC(=O)c1ccco1	10.9	-15.2
76	COc1ccc(NC(=O)CCn2c(=O)c3cccn3c3ccccc32)cc1	15.8	-24.9
77	CC(=O)c1cccc(NC(=O)c2noc3c2CCc2ccccc2-3)c1	27.9	-9.9
78	Cn1c(=O)oc2cc(S(=O)(=O)NCc3ccc(F)cc3)ccc21	6.4	-7.1
79	CC(C)c1nnc(NC(=O)Cn2nc(-c3ccc4c(c3)OCCO4)ccc2=O)s1	7.4	-6.9
80	CCOCCCNC(=O)N[C@@H](C)C(=O)OC	5.0	2.0

Next section, starting with the last five of the part before.
No.	smiles	OX1R antag-2	OX1R antag-1
76	COc1ccc(NC(=O)CCn2c(=O)c3cccn3c3ccccc32)cc1	15.8	-24.9
77	CC(=O)c1cccc(NC(=O)c2noc3c2CCc2ccccc2-3)c1	27.9	-9.9
78	Cn1c(=O)oc2cc(S(=O)(=O)NCc3ccc(F)cc3)ccc21	6.4	-7.1
79	CC(C)c1nnc(NC(=O)Cn2nc(-c3ccc4c(c3)OCCO4)ccc2=O)s1	7.4	-6.9
80	CCOCCCNC(=O)N[C@@H](C)C(=O)OC	5.0	2.0
81	CCN(CC(=O)Nc1ccccc1OC)C(=O)CN1C(=O)NC2(CCCC2)C1=O	14.3	-9.8
82	CNC(=O)c1cc(Cl)c(OC)c(OC)c1	28.9	-5.8
83	CCC(CO)Nc1ncnc2onc(-c3ccc(F)cc3)c12 (configuration not stated)	7.2	1.9
84	O=C(NCc1ccccc1)c1ccc(CS(=O)(=O)Cc2ccc(F)cc2)o1	11.9	-23.5
85	O=C(NCc1ccc2c(c1)OCO2)c1cc(-c2ccccc2Cl)on1	21.6	-30.7
86	Cc1c(Cl)cccc1N1C(=O)C(N2C(=O)c3cccc([N+](=O)[O-])c3C2=O)C1c1cccs1 (configuration not stated)	17.6	-12.3
87	CC(C)CC1NC(=O)c2ccc(Cl)cc2-n2c1nc1ccc(Cl)cc1c2=O (configuration not stated)	4.0	-13.3
88	CN(C)c1cccc(C(=O)NCCCSc2ccccc2)c1	24.9	-7.9
89	Cc1cc2occ(CC(=O)NCc3cccs3)c2cc1C(C)C	27.7	-26.5
90	Cc1nc(N2CCC(C)CC2)c2c(C)c(C(=O)Nc3cccc(C(F)(F)F)c3)sc2n1	4.3	-15.2
91	CCn1c2ccc(C)cc2c2nnc(NN)nc21	32.8	-23.0
92	N=C(N)Sc1nc(N2CCCCC2)nc(N2CCCCC2)n1	13.3	1.3
93	COc1cccc(CNC(=O)C2CCC(CNS(=O)(=O)c3cccc4nsnc34)CC2)c1 (configuration not stated)	24.4	-17.9
94	O=C1Nc2ccccc2C(O)(C(=O)NCc2ccco2)N1c1ccccc1 (configuration not stated)	25.4	-14.3
95	CC(C)=NOCC(=O)Nn1c(COc2c(C)cccc2C)nc2ccccc2c1=O	4.8	-33.4
96	CC(SCc1cc(=O)n2c([nH]c3ccccc32)c1C#N)C(=O)O (configuration not stated)	6.7	-3.4
97	Cc1nc2ccccn2c1C(=O)N/N=C/c1ccccc1Cl	14.3	-19.3
98	O=C(CCCn1ncn2c(cc3occc32)c1=O)NCc1ccccc1F	15.7	-7.8
99	CN1CCN(c2ccc(NC(=O)c3ccc(-c4ccc(Br)cc4)o3)cc2)CC1	39.0	-17.4
100	CCc1noc(C)c1C(=O)N1CCN(S(=O)(=O)c2ccc(Br)cc2Cl)CC1	19.3	-24.8

Next section
No.	smiles	OX1R antag-2	OX1R antag-1
101	CC[C@@]12C(=O)N(c3cccc(Br)c3)C(=O)N1[C@H](c1ccc(OC)cc1)[C@@H]1C(=O)N(C(C)(C)C)C(=O)[C@@H]12	16.3	-36.1
102	COc1ccc(C2=NN(CC(=O)Nc3cc(C)ccc3C)C(=O)CC2)cc1	5.8	-18.2
103	C[C@@H]1CC=C[C@H]2[C@H]1C(=O)N(Cc1ccccc1)[C@H]2c1ccc(Br)cc1F	42.4	-35.0
104	Cc1noc(C)c1NC(=O)N(C)C[C@H]1Oc2ccc(NC(=O)CCN3CCOCC3)cc2C(=O)N([C@H](C)CO)C[C@@H]1C	5.4	2.4
105	Cc1noc(C)c1C(=O)NC1CCCc2ccccc21 (configuration not stated)	9.3	-7.6
106	CN(CC(=O)Nc1ccc(Cl)c(C(F)(F)F)c1)CC(=O)NC1CCCCC1	10.7	37.5
107	CCOc1ccc2ncc(S(=O)(=O)c3ccccc3)c(N3CCC4(CC3)OCCO4)c2c1	32.5	-18.3
108	CCOC(=O)c1c(NC(=O)C2=C(C)NC(=S)NC2c2ccc(F)cc2)sc(C)c1C (configuration not stated)	15.2	-37.0
109	c1ccc2c(NC3=NCCCCS3)cccc2c1	28.7	-19.8
